Keap1 Nrf2 FP: Keap1-Nrf2 protein-protein interaction inhibitors, primary screen, biochemical, fluorescence polarization, single point; Kelch-like ECH-associated protein 1 (Homo sapiens), Q14145; Keap1 Kelch-Nrf2 peptide fluorescence polarization, 1536-well; inhibition, % at 9.4 µM; actives 0.15% (n = 340,000); AID 504523, 2011; in the data active means inhibition above about 12%; inconclusive means no clear call, values can overlap the other calls; inactive means below about 7.3%;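 further: human Keap1 Kelch domain with fluorescein labeled Nrf2 9mer peptide probe; 0% = neutral control wells and 100% = peptide positive control; higher means more block of Keap1 binding to Nrf2 peptide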
PKA-R2B act: activators of PKA-R2B holoenzyme, primary screen, biochemical, fluorescence polarization, Cy5-IP20, human; cAMP-dependent protein kinase catalytic subunit beta (Homo sapiens) + cAMP-dependent …; PKA-R2B holoenzyme dissociation; R2B truncated from residue 108, S112A mutant; 0% DMSO only, 100% 113 µM cGMP; activation, % at 11.4 µM; actives 0.079% (n = 340,000); AID 504700, 2011;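 active means activation above a cutoff set at the mean over all compounds plus 3 SD, cut at about 18% in these data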;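 further: higher means more holoenzyme dissociation and a rise in polarization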
Target sequence (P31323 whole entry, looked up, other chains not shown, the tested form may be a part): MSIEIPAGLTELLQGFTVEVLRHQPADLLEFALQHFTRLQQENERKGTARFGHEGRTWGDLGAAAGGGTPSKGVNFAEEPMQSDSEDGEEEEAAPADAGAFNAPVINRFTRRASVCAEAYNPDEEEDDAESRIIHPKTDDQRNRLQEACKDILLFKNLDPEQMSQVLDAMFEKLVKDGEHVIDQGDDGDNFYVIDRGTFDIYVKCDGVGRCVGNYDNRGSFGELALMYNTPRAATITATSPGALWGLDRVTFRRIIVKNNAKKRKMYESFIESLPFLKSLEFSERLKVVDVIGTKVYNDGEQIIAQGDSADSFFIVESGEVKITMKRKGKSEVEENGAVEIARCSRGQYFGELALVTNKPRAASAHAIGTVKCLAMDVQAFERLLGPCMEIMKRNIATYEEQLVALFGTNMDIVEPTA
Arrestin-AP2 inh: inhibitors of beta-arrestin/AP2 binding, primary screen, biochemical, GPCR trafficking, flow cytometry; actives 0.31% (n = 340,000); inhibition, % at 10 µM; AID 504490, 2011; FITC-arrestin peptide / GST-AP2 beads; AP2 beta2 appendage carries R879A mutation; beta-arrestin 1 C-terminal peptide binding to AP2 beta2-adaptin appendage (human);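 active means inhibition above a set limit, near 3 SD of compounds lacking own fluorescence, cut at about 54% in these data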;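 further: plate controls were DMSO wells for no effect and 5 µM unlabelled arrestin peptide for full effect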
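System: GST-AP2 R879A bound to glutathione beads, E. coli-expressed. Also added: 50 nM FITC-arrestin peptide. Schedule: compound with beads 12 min RT, then probe 1 h RT. Signal: bead flow cytometry, FITC channel. Read-out basis: percent response.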
NSD2 inh: NSD2 histone methyltransferase inhibitors, primary screen, biochemical, AlphaScreen, single concentration, set 2 | Histone-lysine N-methyltransferase NSD2 (Homo sapiens), O96028 | NSD2 peptide methylation, 120 min | inhibition, % at 12.5 µM | actives 0.54% (n = 310,000); in the data active means inhibition above about 50%
RTF Ca sens inh: cardiac RTF calcium sensitivity inhibitors, primary screen, biochemical, IANBD-TnC fluorescence, EC70 calcium; IANBD-labeled cardiac RTF, Ca2+ fluorescence; actives 0.12% (n = 340,000); Troponin I, cardiac muscle (Homo sapiens) + Troponin T, cardiac muscle (Homo sapiens) + …; inhibition, % at 7.15 µM; AID 493244, 2011;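 active means inhibition above the mean inhibition of all tested compounds plus 3 SD, cut at about 17% in these data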;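 further: assay run at fixed EC70 calcium of 1.6 mM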
PvdQ inh: P. aeruginosa PvdQ acylase inhibitors, primary screen, biochemical, fluorescence, plate reader and imaging, single point | purified PvdQ acylase | inhibition, % at 10 µM | PvdQ acylase [Pseudomonas aeruginosa LESB58] | actives 0.063% (n = 340,000) | AID 488965, 2010; in the data active means inhibition above about 30%, passing the limit was not always enough; inconclusive means no clear call, values can overlap the other calls;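 further: 0% = vehicle neutral wells and 100% = reference inhibitor wells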
DAGLB inhibitor: DAGLB lipase inhibitors, primary screen, biochemical, fluorescence, HTS; actives 0.059% (n = 340,000); AID 504411, 2011; inhibition, % at 5.17 µM; HEK293T DAGLB membrane lysate, EnzChek fluorogenic substrate; in the data active means inhibition above about 34%;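 further: 0% = enzyme with vehicle and 100% = wells lacking enzyme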
Target sequence (Q8NCG7 whole entry, looked up): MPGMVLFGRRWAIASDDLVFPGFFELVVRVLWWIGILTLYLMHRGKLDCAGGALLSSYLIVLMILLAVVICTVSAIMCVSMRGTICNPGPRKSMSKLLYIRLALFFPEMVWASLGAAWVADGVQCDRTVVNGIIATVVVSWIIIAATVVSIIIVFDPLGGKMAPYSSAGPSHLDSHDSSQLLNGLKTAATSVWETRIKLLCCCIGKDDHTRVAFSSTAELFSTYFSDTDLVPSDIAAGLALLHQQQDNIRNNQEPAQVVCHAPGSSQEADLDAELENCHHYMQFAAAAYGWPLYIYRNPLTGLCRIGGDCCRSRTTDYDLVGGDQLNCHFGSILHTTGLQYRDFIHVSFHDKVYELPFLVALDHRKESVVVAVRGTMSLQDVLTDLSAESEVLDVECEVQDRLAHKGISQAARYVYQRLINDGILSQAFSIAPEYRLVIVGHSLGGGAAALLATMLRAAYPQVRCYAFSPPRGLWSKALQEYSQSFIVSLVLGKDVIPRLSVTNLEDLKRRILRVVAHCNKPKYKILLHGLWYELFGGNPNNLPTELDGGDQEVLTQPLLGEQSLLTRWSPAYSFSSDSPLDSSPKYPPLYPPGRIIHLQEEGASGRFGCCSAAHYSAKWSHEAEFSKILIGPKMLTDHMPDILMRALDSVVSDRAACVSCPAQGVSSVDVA
SR-BI HDL uptake: inhibitors of SR-BI mediated HDL lipid uptake, primary screen, ldlA[mSR-BI] cells, fluorescence, single point; Scavenger receptor class B member 1 (Mus musculus), Q61009; actives 0.96% (n = 320,000); ldlA[mSR-BI] CHO cells, DiI-HDL uptake fluorescence, 3 h; inhibition, % at 12.5 µM; AID 488896, 2010;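 active means mean replicate inhibition of at least 70% and a set share of replicates each scoring 70 or more; inconclusive means meets just one of the two criteria; inactive means fails both criteria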;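 further: 0% = median of neutral control wells and 100% = median of positive control wells; values of inactives mirror those of a sister screen read the other way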
SR-BI DiI-HDL act: activators of SR-BI mediated DiI-HDL uptake, primary screen, ldlA[mSR-BI] CHO cells, DiI fluorescence. 3 h; 100 = double the neutral-control signal. activation, % at 12.5 µM. actives 0.096% (n = 320,000);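 active means mean replicate activation of at least 60% and every replicate at or above 60%; inconclusive means mean or all-replicate condition met, but not both; inactive means mean below 60% and not all replicates reaching 60%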;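 further: 0% = median plate neutral-control signal and 100% = twice that signal; values of inactives mirror those of a sister screen read the other way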
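Test system: SR-BI-overexpressing, LDLR-lacking CHO cells; Also added: labelled HDL, 10 µg/mL; Measured by: bottom-read cell fluorescence after medium removal, ex 550/em 595 nm; Timing: 3 h uptake period with compound, 37 °C; Buffer or medium: F12, 0.5% BSA, 25 mM HEPES; Doses: single compound concentration, delivered by pin transfer.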
LANA DNA inh: inhibitors of KSHV C-LANA binding to DNA, primary screen, biochemical, fluorescence polarization, FAM-LBS DNA, MBP-C-LANA, single point; Kaposi's sarcoma herpesvirus LANA C-terminal domain (residues 932-1162) DNA binding; inhibition, % at 9 µM; actives 0.078% (n = 340,000);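 active means highest replicate inhibition at or above 60% at 9 µM, even if other replicates fall short; inactive means all replicates below 60% inhibition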;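 further: 0% = neutral control wells and 100% = 4 µM acridine orange control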
The depositor's hits bear a star; u = inconclusive; x = not tested or not shown.

SMILES	Keap1 Nrf2 FP	PKA-R2B act	Arrestin-AP2 inh	NSD2 inh	RTF Ca sens inh	PvdQ inh	DAGLB inhibitor	SR-BI HDL uptake	SR-BI DiI-HDL act	LANA DNA inh
COC(=O)c1ccc(Cl)c(NC(=O)CSc2ncn[nH]2)c1	-6	-5	3	-3	-5	-34	1	-9	9	0.6
CSc1ncccc1C(=O)Nc1cccc(C)n1	1	1	20	5	-2	-9	3	-5	5	-3.7
COc1ccccc1C(=O)Nc1onc(C)c1C#N	3	-12	-8	1	0	-6	0	2	-2	0.3
N#C/C(=C\c1ccc(-c2ccc(F)cc2)o1)C(=O)Nc1nc(-c2cccs2)cs1	-3	4	-3	0	-2	-9	4	57	-57	0.8
O=C(NC1CC1)c1sc2cc(F)ccc2c1Cl	-2	-8	-11	0	-5	-3	2	-16	16	-0.1
CC(C)c1cccc(C(C)C)c1NC(=O)CCN1C(=O)NC2(CCCC2)C1=O	0	-5	19	-5	-7	5	-3	6	-6	-0.4
CN(C)S(=O)(=O)c1ccc(Cl)c(NC(=O)CN2CCC(Cc3ccccc3)CC2)c1	0	5	-6	2	-3	-5	-7	-1	1	-1.6
COc1ccc(NC(=O)N(C)C[C@H]2Oc3ccc(NC(=O)NC(C)C)cc3C(=O)N([C@H](C)CO)C[C@@H]2C)cc1	-2	-5	x	x	-22	17	-1	8	-8	-1.8
COc1cc(CSc2nnnn2-c2ccc(C)cc2)cc(OC)c1OC	-1	2	22	-3	1	5	-4	-2	2	0.5
CC(NC(=O)C(c1ccccc1)c1ccccc1)c1ccccc1 (centres undefined)	0	-12	6	-1	-2	0	-6	-12	12	-2.6
COc1ccccc1CNC(=O)C1CC(c2ccc([N+](=O)[O-])cc2)=NO1 (centres undefined)	3	-6	-5	x	-13	-5	-1	22	-22	3.0
COc1cc(S(=O)(=O)N2CCOCC2)ccc1NC(=O)COc1ccc(N(C)S(=O)(=O)c2ccc(C)cc2)cc1	0	-5	7	-3	6	-9	-4	28	-28	0.7
CC(C)C(O)C1CCN(Cc2nc(-c3cccs3)no2)CC1 (centres undefined)	-4	-1	-5	-2	-4	-7	-2	-4	4	-0.5
Cc1ccc(S(=O)(=O)N2CCN(C(=O)COC(=O)c3c(C)cc(C)cc3C)CC2)c(C)c1	-3	-2	8	0	0	-8	-16	20	-20	1.2
COc1ccc(-c2[nH]c(-c3ccc(C)cc3)nc2SCC(=O)Nc2nccs2)cc1	-1	-3	-4	0	12	-2	2	69	-69	1.4
C[C@]12CCC(=O)C=C1[C@H](O)C[C@@H]1[C@@H]2[C@@H](O)C[C@@]2(C)[C@H]1CC[C@]2(O)C(=O)CO	-4	-9	-3	x	6	5	3	-2	9	1.2
COc1ccc(Cl)cc1NCC(=O)Nc1ccc(OC)c(S(=O)(=O)N2CCCCC2)c1	-2	-3	20	-2	4	8	-9	30	-30	-0.6
C=CCN1C(=O)C(CC(=O)Nc2ccccc2)SC1=Nc1c(C)n(C)n(-c2ccccc2)c1=O (centres undefined)	-4	1	13	21	-1	5	5	-34	34	0.7
COc1cc(C(=O)NCCOc2cccc3cccnc23)cc(OC)c1OC	-4	8	14	-3	-5	-8	0	-14	14	-0.1
Cn1nc(C(C)(C)C)cc1C(=O)Sc1cccc(Br)c1	-16	5	-13	5	-7	3	0	19	-19	-2.0
CC(C)C(c1nnnn1Cc1ccc(F)cc1)N1CCN(c2ccc(O)cc2)CC1 (centres undefined)	1	x	5	2	x	-1	x	-4	4	0.4
CSc1cccc(NCc2ccc([N+](=O)[O-])cc2)c1	-1	-1	1	6	3	3	-3	1	-1	-0.4
N=C1/C(=C/c2ccc(Br)o2)C(=O)N=C2SC(CC(=O)N3CCCC3)=NN12	-3	8	-11	39	-10	-15	4	x	x	5.7
CCOC(=O)C1(Cc2cccc(OC)c2)CCN(C(C)CC(C)(C)O)CC1 (centres undefined)	-3	-7	-2	-3	-15	-15	-1	-169	u	-0.5
Cc1nnsc1C(=O)N1CCN(c2cc(C(F)(F)F)ccn2)CC1	0	4	14	-1	8	-11	-1	11	-11	-0.4
Cc1cc(C)n(-c2ccc(C(C)C)cc2)c(=O)c1C#N	-9	2	0	-2	-34	-13	0	-21	21	1.1
CCOc1ncccc1C(=O)NCCc1c[nH]c2ccccc12	3	2	7	-1	2	1	3	x	x	0.6
Cc1cnccc1CN(C)C(=O)C1CCC(=O)N(Cc2ccccc2F)C1 (centres undefined)	-2	-1	-15	1	2	-15	-2	18	-18	-2.1
O=C(Cc1ccc(O)cc1)NCCNC(=S)NCc1ccccc1	-2	4	1	-2	-8	-8	-3	-13	13	0.6
COc1cc(C(C(=O)NC(C)(C)C)N(C(=O)CNC(=O)c2cccs2)c2ccccc2)cc(OC)c1OC (centres undefined)	-2	0	1	2	-1	-5	-4	-48	47	0.3
COc1ccc(-c2nc3cc(C)ccn3c2NCc2ccc3c(c2)OCO3)cc1	4	-6	19	0	8	6	1	41	-41	-0.1
O=C(C1=C(O)C(=O)N(CCN2CCOCC2)C1c1ccco1)c1cc2ccccc2o1 (centres undefined)	-4	-3	2	7	-3	-9	3	-27	27	0.3
CS(=O)(=O)N(CC(=O)N1CCOCC1)c1ccc2c3c(cccc13)CC2	-4	0	0	6	-14	-10	-3	-8	8	1.0
O=S(=O)(Nc1ccc(-n2cnnn2)cc1)c1ccc(F)c(F)c1F	-4	3	-2	3	0	-8	3	-18	18	-0.1
Cn1cccc1/C=N/n1c(-c2ccc(Cl)cc2)n[nH]c1=S	0	7	0	0	-1	-7	3	-4	4	1.9
c1ccc(-c2noc(-c3cccs3)n2)nc1	-2	4	23	-4	-8	3	-1	-9	9	0.5
COc1cc(CNc2ccc3[nH]c(=O)[nH]c3c2)ccc1OCc1ccc(F)cc1	-3	-2	8	11	1	-10	3	15	-15	0.0
COc1ccc(C2SCC(=O)N2c2c(C)n(C)n(-c3ccccc3)c2=O)c(OC)c1 (centres undefined)	2	-7	8	0	5	7	-1	-28	28	-1.4
O=C(CSc1ncn[nH]1)N1N=C2/C(=C/c3ccccc3)CCCC2C1c1ccccc1 (centres undefined)	-6	-1	6	4	-5	-25	0	-3	3	-1.9
CC(C)(C)C(=O)NC(=S)Nc1cc(C(F)(F)F)ccc1N1CCOCC1	-5	3	20	x	0	-9	-7	44	x	-0.4
Oc1ccc2[nH]cnc2c1CN1CCCCC1	2	8	20	1	1	-11	-1	10	-10	1.0
COc1cc(C(=O)NCC(=O)OCn2nnc3ccccc3c2=O)cc(OC)c1OC	-3	-4	-15	2	-8	-14	1	-10	10	-0.1
c1ccc(COn2c(-c3ccccc3)nc3c2CCc2nonc2-3)cc1	1	1	31	2	-2	-3	-3	u	-71	0.0
O=C1C(Cl)=C(NCC2CCCO2)C(=O)N1Cc1ccccc1 (centres undefined)	-3	-9	-2	-10	-5	-12	0	-36	36	-0.7
Cc1c(/C=N\NC(=O)c2ccc([N+](=O)[O-])cc2)cnn1C	-1	-9	6	1	3	-13	-2	-19	19	-2.3
CCOc1ccccc1C(=O)N/N=C/c1coc2ccc(Cl)cc2c1=O	6	-8	-3	0	-8	-5	1	-24	24	1.5
O=C(COC(=O)c1cc(=O)[nH]c2ccccc12)Nc1ccc(F)cc1	-3	3	-4	5	4	-1	1	-12	12	2.1
COC(=O)c1scc(C)c1NC(=O)C(Cl)c1ccccc1 (centres undefined)	-5	1	-13	-1	-3	-10	-1	3	-3	-0.6
CCOC(=O)c1cc(=O)cc(C(=O)OCC)o1	0	3	0	0	-2	-15	-3	-30	30	-1.6
Cc1nc2sc(C(c3cccs3)N3CCN(Cc4ccccc4)CC3)c(O)n2n1 (centres undefined)	-1	-5	8	x	-6	7	3	-26	26	0.3
O=C(NCc1ccc(F)cc1)C(=O)NCC1OCCCN1S(=O)(=O)c1cccs1 (centres undefined)	-6	-10	21	-4	-1	1	0	-35	35	-1.0
CC(=O)Oc1ccc(OC(C)=O)c(SCCCCCCl)c1	-2	4	6	-5	-7	-14	-3	23	-23	2.9
O=C(Nc1ccc(NC(=O)C2CCCCC2)cn1)c1ccco1	-5	-20	8	-2	-1	2	3	-7	7	0.3
Cc1ccc(NC(=O)CN(C)C(=O)c2sc3cc(Cl)ccc3c2Cl)cc1	1	-13	24	0	-24	1	-7	-2	2	0.2
CCOC(=O)CN(C(=O)CSc1nnc(CNc2ccc(C)cc2C)o1)c1ccccc1	2	-2	5	0	-6	2	-1	13	-13	3.3
Cc1cc(Cl)ccc1NC(=O)COC(=O)c1cc([N+](=O)[O-])ccc1N1CCOCC1	0	5	2	2	-6	-3	-2	53	-53	-0.8
COc1ccc(Br)cc1CNC(=O)Nc1cccs1	-6	-2	5	2	-8	-18	-3	26	-26	-0.9
CC(C)OC(=O)NCCOC(=O)Nc1ccccc1Cl	-5	7	-15	-5	2	-8	1	-10	10	-1.4
Cc1cc(C)nc(OC(=O)c2c(Cl)cc(Cl)cc2Cl)n1	-4	-1	1	-3	-8	-17	-3	37	-37	-0.1
CC(C)(C)C(=O)Nc1sc2c(c1C#N)CCC2	2	-9	-19	-1	5	-21	2	0	0	-0.2
CCc1nnc(NS(=O)(=O)c2ccc(Nc3ccc4nonc4c3[N+](=O)[O-])cc2)s1	0	-5	8	10	6	4	7	0	0	-1.9
O=C(Nc1ccc(N2CCOCC2)cc1)c1ccc(-c2ccccc2[N+](=O)[O-])o1	-4	-14	37	2	-21	-18	6	44	-41	-1.3

An unsorted share of the library; any-hit rate near 2.1%.
